LDHA inh: qHTS assay for inhibitors of human lactate dehydrogenase | 0.15% of 480,000 active | purified LDHA, NADH/diaphorase-resazurin fluorescence; hits give low values | activity change, % (values are at about 110 or 230 µM) | AID 1347041, 2019 | L-lactate dehydrogenase A chain (Homo sapiens), P00338; in the data active = activity change below about -30%; inconclusive = mostly about -25% to -30%;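 note: plate controls were DMSO wells for no effect and wells without enzyme for full effect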
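Remaining NADH was detected by diaphorase (0.133 mg/mL) converting 37 µM resazurin to fluorescent resorufin, read at 0 and 20 minutes. The preceding 5-minute room-temperature reaction used 2 nM LDHA, 0.2 mM sodium pyruvate and 0.06 mM NADH at pH 7.4.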
RGS4 inh: Inhibitors of Regulator of G Protein Signaling (RGS) 4: qHTS. 0.039% of 390,000 active. AID 504845, 2011. Regulator of G-protein signaling 4 (Homo sapiens), P49798. Transcreener GDP fluorescence polarization, RGS4-accelerated GTP hydrolysis. Potency, µM (highest dose often 114 µM), for the others: top-dose activity change, negative = inhibition, actives largely listed as inhibitors; note: potency is the fitted concentration of half-maximal effect; % is set by controls: 0 for no effect and ±100 for the full control effect; nearly all actives have a fitted effect of over 75% in size; some results filed as inactive show a strong effect at the top dose
Target sequence (P49798 whole entry, looked up): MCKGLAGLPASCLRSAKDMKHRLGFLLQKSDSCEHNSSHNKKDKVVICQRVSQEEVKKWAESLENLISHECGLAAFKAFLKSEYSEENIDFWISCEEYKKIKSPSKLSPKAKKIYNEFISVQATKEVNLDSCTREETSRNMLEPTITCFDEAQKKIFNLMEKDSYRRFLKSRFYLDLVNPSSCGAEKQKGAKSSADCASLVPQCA
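MLSMR compounds (23 nl, pin-transferred) preincubated 10 min at room temperature with a 500nM (2x) first reagent, then RGS4 at 900nM (2x) plus Transcreener GDP mix added; fluorescence polarization (620/688 nm) read before and after 90 min at 30 °C.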
Vif-APOBEC3F blk: qHTS for Inhibitors of Vif-A3F Interactions: qHTS. Potency, µM (series often up to 46.1 µM), without a hit: at the top dose activity, negative = active. AID 602313, 2012. HeLa A3F-eYFP + Vif (tagged APOBEC3F with the HIV-1 protein that degrades it), YFP fluorescence increase. 0.2% of 390,000 active; note: potency is the fitted concentration of half-maximal effect; % of control where 0% means no effect; nearly all actives have a fitted effect of over 65% in size
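HeLa cells stably expressing Vif plus C-terminally eYFP-tagged A3F were seeded, incubated overnight at 37 deg C, dosed with compound, incubated overnight again at 37 deg C. Yellow fluorescence (Ex 488/Em 500-530) reported blocked Vif-mediated A3F-eYFP degradation.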
TrxR1 inh: qHTS Assay for Inhibitors of Mammalian Selenoprotein Thioredoxin Reductase 1 (TrxR1): qHTS; 1% of 390,000 active; Thioredoxin reductase 1, cytoplasmic (Rattus norvegicus), O89049; Potency, µM (titrated, usually from 114 µM), inactives show top-dose activity change, negative = inhibition, hits mostly inhibitors; recombinant rTrxR1, NADPH fluorescence consumption, selenite substrate; note: potency is the fitted concentration of half-maximal effect; % is set by controls: 0 for no effect and ±100 for the full control effect; nearly all actives have a fitted effect of over 65% in size
Target sequence (O89049 whole entry, looked up): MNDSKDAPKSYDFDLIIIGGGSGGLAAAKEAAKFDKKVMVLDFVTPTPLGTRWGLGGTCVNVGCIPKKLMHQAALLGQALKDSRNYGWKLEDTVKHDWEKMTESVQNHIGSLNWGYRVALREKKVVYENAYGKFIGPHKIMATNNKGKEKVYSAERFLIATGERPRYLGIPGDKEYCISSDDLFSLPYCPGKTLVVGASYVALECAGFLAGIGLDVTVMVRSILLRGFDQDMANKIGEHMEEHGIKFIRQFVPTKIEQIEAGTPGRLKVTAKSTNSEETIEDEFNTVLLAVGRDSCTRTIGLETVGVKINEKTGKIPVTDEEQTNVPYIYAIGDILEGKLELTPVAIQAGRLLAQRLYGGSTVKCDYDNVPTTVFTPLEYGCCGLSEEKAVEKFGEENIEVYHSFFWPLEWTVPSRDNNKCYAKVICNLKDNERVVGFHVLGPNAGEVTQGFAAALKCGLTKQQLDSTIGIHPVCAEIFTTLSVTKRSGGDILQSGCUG
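Rat TrxR1 (90 nM in the dispensed reagent) was pre-reduced with 400 uM NADPH for 5 min at room temperature, then incubated with compound for 15 min. After 400 uM selenite was added, NADPH fluorescence (Ex 340/Em 450 nm) was followed for 8 min.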
GRP78 ERSR act: qHTS for Inducers of the Endoplasmic Reticulum Stress Response (ERSR) in Human Glioma: qHTS; U87-MG GRP78 promoter luciferase reporter, 16 h; Potency, µM, without a hit: top-dose activation, usual class: activators; 0.02% of 420,000 active; note: potency is the fitted concentration of half-maximal effect; series mostly up to about 76 µM; % of control where 0% means no effect; nearly all actives have a fitted effect of over 35% in size
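Stably transfected U87-MG glioma cells carrying a GRP78-based luciferase sensor; 16 h compound incubation. Luminescence end-point read 10 min after Bright-Glo addition at room temperature.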
USP1-UAF1 inh: Inhibitors of USP1/UAF1: Primary Screen. Ubiquitin carboxyl-terminal hydrolase 1 (Homo sapiens), O94782. recombinant USP1/UAF1, Ub-Rhodamine cleavage fluorescence. Potency, µM (top dose mostly 57.1 µM), without a hit: at the highest dose activity change, negative = inhibition, hits mostly inhibitors. 0.23% of 390,000 active. AID 743255, 2014; note: potency is the fitted concentration of half-maximal effect; % is set by controls: 0 for no effect and ±100 for the full control effect; nearly all actives have a fitted effect of over 60% in size; inactives centre near -12
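In this screen, compounds sit with the deubiquitinase complex (1nM) for 15 min at room temperature before Ub-Rho is added at 150nM final. Fluorescence rise is then followed for 6 reads every 60 seconds.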
TrxR1 substrate: qHTS Assay for Substrates of Mammalian Selenoprotein Thioredoxin Reductase 1 (TrxR1): qHTS. Thioredoxin reductase 1, cytoplasmic (Rattus norvegicus), O89049. purified TrxR1 substrate turnover, NADPH consumption readout. Potency, µM (highest dose often 114 µM), for the others: top-dose activity change, negative = substrate turnover. 0.01% of 390,000 active. AID 588456, 2011; note: potency is the fitted concentration of half-maximal effect; % is set by controls: 0 for no effect and ±100 for the full control effect; nearly all actives have a fitted effect of over 50% in size
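Rat TrxR1, dispensed at 90 nM, was prereduced with 400 uM NADPH (final) for 5 min at ~22 deg C, then incubated with compound 15 min before 400 uM selenite. A first-read NADPH fluorescence drop versus no-compound background flagged substrates.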
Vif-A3G inh: qHTS for Inhibitors of Vif-A3G Interactions: qHTS | DNA dC->dU-editing enzyme APOBEC-3G (Homo sapiens), Q9HC16 | HeLa A3G-eYFP + Vif (tagged APOBEC3G with the HIV-1 protein that degrades it), YFP fluorescence, overnight | Potency, µM (titrated, usually from 46.1 µM), for the others: at the top dose activity, negative = active, actives largely listed as inhibitors | 0.076% of 410,000 active | AID 602310, 2012;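 note: potency is the fitted concentration of half-maximal effect; % is set by controls: 0 for no effect and ±100 for the full control effect; nearly all actives have a fitted effect of over 60% in size; hits raise eYFP signal because A3G escapes Vif-driven loss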
Target sequence (Q9HC16 whole entry, looked up): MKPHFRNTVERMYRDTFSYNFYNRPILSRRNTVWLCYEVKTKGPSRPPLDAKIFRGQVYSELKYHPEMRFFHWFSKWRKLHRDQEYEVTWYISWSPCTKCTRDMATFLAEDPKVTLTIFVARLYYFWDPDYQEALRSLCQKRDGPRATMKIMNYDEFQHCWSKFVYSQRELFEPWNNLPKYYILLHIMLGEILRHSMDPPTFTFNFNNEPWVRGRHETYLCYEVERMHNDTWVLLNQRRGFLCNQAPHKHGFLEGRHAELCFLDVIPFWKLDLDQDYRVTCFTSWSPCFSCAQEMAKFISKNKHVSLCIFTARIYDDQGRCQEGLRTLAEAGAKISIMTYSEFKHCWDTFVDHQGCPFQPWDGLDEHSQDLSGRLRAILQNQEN
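HeLa cells stably expressing Vif and C-terminally eYFP-tagged A3G, seeded overnight at 37 deg C, then exposed to compound by pintool overnight at 37 deg C. Rise in yellow fluorescence (Ex 488/Em 500-530, Acumen) marks blocked Vif-driven A3G degradation.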
IDH1 R132H inh: qHTS for Inhibitors of mutant isocitrate dehydrogenase 1 (IDH1): qHTS. Isocitrate dehydrogenase [NADP] cytoplasmic (Homo sapiens), O75874. IDH1-R132H enzyme, NADPH consumption, diaphorase/resazurin fluorescence. Potency, µM (titrated, usually from 76.6 µM), inactives show at the highest dose activity change, negative = inhibition, usual class: inhibitors. 0.093% of 390,000 active. AID 602179, 2012; note: potency is the fitted concentration of half-maximal effect; % is set by controls: 0 for no effect and ±100 for the full control effect; nearly all actives have a fitted effect of over 65% in size
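IDH1-R132H (0.5 ug/mL) preincubated 30 min with compound, then NADPH (0.016 mM) and alpha-KG (2 mM) added; 80 min at RT, pH 7.5. Remaining NADPH coupled via diaphorase/resazurin to fluorescence (540/590 nm); concentration-response curves normalized to no-enzyme control.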
* = called active by the depositor; ? = inconclusive; . = no result given; & = joins results of further samples; [ ] = dose if it differs, or a comment. Unless noted, calls come from the whole dose curve; as a rule, active = well fitted curve in the direction sought with a large enough effect; inconclusive = small, poorly fitted or top-dose-only effect, or another doubt; inactive = no such curve, though single readings can be large; an effect the other way counts as inactive or inconclusive.

SMILES	LDHA inh	RGS4 inh	Vif-APOBEC3F blk	TrxR1 inh	GRP78 ERSR act	USP1-UAF1 inh	TrxR1 substrate	Vif-A3G inh	IDH1 R132H inh
Cc1ccc(-n2c(O)c(/C=N/Nc3ccccc3)c(=O)[nH]c2=O)cc1C	-7	-27%	11%	-25%	0%	1%	-14%	-11%	-8%
Cc1cc(/C=C2\C(=O)NC(=O)N(c3ccccc3F)C2=O)c(C)n1-c1cc(C(=O)O)cc(C(=O)O)c1	-1	23%	-9%	-41%	-2%	10%	-1%[57.1 µM]	1%	4%
S=P(Nn1cnnc1)(c1ccc(Br)cc1)c1ccc(Br)cc1	1	11%	7%	24%[57.1 µM]	1%	-6%	4%[57.1 µM]	-8%	-2%
CCOc1cccc(N2C(=O)/C(=C/c3ccco3)C(=O)NC2=S)c1	2	?	0%	?	-3%	-13%	1%	0%	8%
Cc1nonc1OCCNCCNc1ccc([N+](=O)[O-])c2cccnc12	5	-6%	-15%	-5%	-5%	-18%	-10%	-2%	-2%
O=C(CO)C(O)C(O)C(O)CO (stereo unspecified)	-9	?	3%	6%	-4%&-7%&-3%	-13%	-3%	2%	-7%
Nc1c(C(=O)NCc2ccco2)c2nc3ccccc3nc2n1CCN1CCOCC1	3	11%	-16%	?	3%	-18%	118%[activator][57.1 µM]	-1%	2%
COc1ccc(CCn2c(O)c(C=NCc3ccc4c(c3)OCO4)c(=O)[nH]c2=O)cc1OC	0	-2%	?	0%	0%	-24%	-1%	-15%	2%
Cc1nc2ccccc2c(=O)n1-c1ccccc1[N+](=O)[O-]	-12	-10%	-2%	9%	0%	-3%	-2%	1%	2%
CN1C[C@H]2CON(C)[C@H]2C[C@H]1c1cccc(Br)c1	3	0%	-3%	11%	-1%	-29%	0%	-2%	-9%
O=c1c2ccccc2nc(-c2ccccc2)n1-c1cccnc1	-18	9%	6%	15%	-2%	-6%	4%	-3%	0%
Cc1ccccc1NC1(C#N)CCCCC1	3	-8%	1%	5%	-4%	-19%	1%	1%	6%
CC1CCCN(CC(=O)N2CCCc3ccccc32)C1 (stereo unspecified)	-2	-5%	-6%	15%	-2%	-11%	-7%	1%	5%
CCCCCc1nc2ccccc2c(=O)n1-c1ccc(C)cc1	-5	-11%	0%	-3%	-1%	-25%	0%	-27%	-1%
CCN(CC)C(=O)c1ccc(NC(=O)c2cn(-c3ccccc3)nc2-c2ccc(OC)cc2)cc1	-1	-16%	5%	-2%	-3%	-22%	-1%	1%	9%
C=CCn1c(O)c(C(C)=Nc2ccc(NC(C)=O)cc2)c(=O)[nH]c1=O	4	-7%	-1%	-4%	-2%	-21%	-6%	3%	8%
C/C=C(\C)C(=O)N[C@@H](c1ccccc1)[C@@H](O)C(=O)O[C@H]1C[C@@]2(O)[C@@H](OC(=O)c3ccccc3)C3[C@](C)(C(=O)[C@H](O)C(=C1C)C2(C)C)[C@@H](O)C[C@H]1OC[C@@]31OC(C)=O (stereo partly specified)	2	-10%	-18%	0%[57.1 µM]	-3%	-18%	-6%[57.1 µM]	-49%	15%
COc1ccccc1NC(=O)c1oc2ccccc2c1NC(=O)c1ccccc1C(F)(F)F	-6	10%	-11%	-10%	-3%	-7%	74%[activator]	-21%	13%
COC(=O)C1=C(c2ccc3ccccc3c2)C[C@@H]2CC[C@H]1N2C(=O)NCc1ccco1	0	-25%	-2%	-26%[57.1 µM]	6%	-27%	0%[57.1 µM]	-4%	-8%
CCc1cc(=O)oc2cc(OCC(=O)N3C[C@H]4C[C@@H](C3)c3cccc(=O)n3C4)c(Cl)cc12	4	-5%	0%	-7%	-3%	23%	4%	2%	7%
CCC(=O)CC(c1ccccc1)c1c(O)c2ccccc2sc1=O (stereo unspecified)	-1	16%	-5%	-12%	2%	-10%	-7%	0%	6%
CCC(=Nc1ccc2c(c1)CCC2)c1c(O)n(C2CCCCC2)c(=O)[nH]c1=O	-3	5%	-1%	9%	-3%	-6%	-2%	1%	3%
COc1ccccc1-n1c(-c2cccs2)nc2ccccc2c1=O	0	-11%	3%	16%	-3%	-13%	4%	1%	1%
C[N+]1(C)[C@@H]2CC[C@H]1CC(OC(=O)[C@@H](CO)c1ccccc1)C2 (stereo partly specified)	?	-33%	-1%	-48%	-1%&-5%	-15%	-5%[57.1 µM]	0%	-6%
O=c1c2ccccc2nc(-c2ccc(-c3ccccc3)cc2)n1-c1ccncc1	-5	7%	-8%	10%	2%	-15%	-2%	-11%	3%

Grouped by structure, the entries above containing fluorine (two)
SMILES	LDHA inh	RGS4 inh	Vif-APOBEC3F blk	TrxR1 inh	GRP78 ERSR act	USP1-UAF1 inh	TrxR1 substrate	Vif-A3G inh	IDH1 R132H inh
Cc1cc(/C=C2\C(=O)NC(=O)N(c3ccccc3F)C2=O)c(C)n1-c1cc(C(=O)O)cc(C(=O)O)c1	-1	23%	-9%	-41%	-2%	10%	-1%[57.1 µM]	1%	4%
COc1ccccc1NC(=O)c1oc2ccccc2c1NC(=O)c1ccccc1C(F)(F)F	-6	10%	-11%	-10%	-3%	-7%	74%[activator]	-21%	13%

The list continues.
SMILES	LDHA inh	RGS4 inh	Vif-APOBEC3F blk	TrxR1 inh	GRP78 ERSR act	USP1-UAF1 inh	TrxR1 substrate	Vif-A3G inh	IDH1 R132H inh
Oc1ccc2c3c1O[C@H]1[C@@H](O)CC[C@@]4(O)C(C2)N(CC2CCC2)CCC314 (stereo partly specified)	11	.	.	?	-2%	.	8%	.	.
O=C(Nc1ccc(Cl)cc1)O/N=C(\c1ccccc1)c1ccccn1	5	4%	0%	35%	5%	-10%	11%	2%	-5%
CC(=O)OC1(Cc2ccccc2)CN2CCC1c1ccccc12 (stereo unspecified)	-4	-11%	0%	-10%	-2%	-11%	-8%	-1%	22%
Cc1ccc(C(=O)Nc2ccccc2)cc1S(=O)(=O)N1CCCC1	-4	-6%	1%	22%[57.1 µM]	10%	-30%	6%[57.1 µM]	-2%	1%
ClCCOCOCCCl	-1	-9%	-2%	13%	-4%	-15%	8%	2%	11%
CC(=O)OC1N=C(c2ccccc2)c2cc(Br)ccc2NC1=O (stereo unspecified)	4	57%[activator]	-4%	-9%[57.1 µM]	-5%	-1%	4%[57.1 µM]	3%	2%
Cc1cc(C(=O)NP(=O)(N2CCOCC2)N2CCOCC2)c(C)n1C1CC1	-4	-3%	-7%	10%	-2%	-17%	2%	1%	0%
COC(=O)C(O)(c1ccc(N=Cc2ccccc2O)c(C)c1)C(F)(F)F (stereo unspecified)	-1	-15%	-1%	5%[57.1 µM]	-1%	-13%	0%[57.1 µM]	7%	0%
NC1CC2CCCCC2CC1(O)c1ccccc1 (stereo unspecified)	0	.	1%	.	-3%	-11%	.	2%	-5%
N#CCCn1cc(C(=O)Nc2ccccc2Cl)c(-c2ccc(F)cc2)n1	-4	-7%	-11%	6%[57.1 µM]	-3%	-18%	1%[57.1 µM]	0%	20%
CCOc1cc2c(cc1OCC)-n1cccc1C(c1ccc(OC)c(O)c1)NC2 (stereo unspecified)	-7	9%	1%	-7%	-2%	-25%	-4%	2%	-2%
O=C1c2ccccc2C(=O)N1Cc1nc2ccccc2c(=O)n1-c1ccccn1	4	-24%	-1%	-5%	-2%	-6%	-4%	1%	4%
COc1ccc2c(c1OC)CN1CCc3cc4c(cc3C1C2)OCO4 (stereo unspecified)	-5	18%	5%	21%	-10%	-13%	5%	3%	5%
COC(=O)C1=C(c2ccc(OC(F)(F)F)cc2)C[C@@H]2CC[C@H]1N2C(=O)N1CCC(O)CC1	-12	31%	4%	12%	-4%	-17%	-1%	5%	-8%
N#Cc1c(Cl)nc(Cl)c2c1CCN(Cc1ccccc1)C2	1	-12%	-24%	?	?	-4%	289%[activator]	-7%	6%
Cc1cc(OCC(=O)N[C@@H](Cc2ccccc2)C(=O)O)c2c3c(c(=O)oc2c1)CCC3	1	-8%	-3%	5%	2%	-27%	260%[activator]	2%	3%
Cc1ccccc1N1C(=O)NC(=O)/C(=C\c2cc(Br)c(N3CCOCC3)o2)C1=O	1	-26%	?	22µM*	-2%	?	-29%	-28%	4%
NC(=O)C1(N2CCCCC2)CCN(Cc2ccccc2)CC1	4	-2%	5%	5%	-2%	7%	-4%	0%	-1%
CC1(C)OC(c2ccccc2)=C/C(=C/C=C2C(=O)NC(=S)NC2=O)O1	2	-51%	?	-11%[57.1 µM]	-1%	-42%	-7%[57.1 µM]	12%	?
O=C(c1ccccc1F)c1cn(Cc2ccccc2)c2ccccc12	0	-5%	-5%	?	1%	-18%	1%	-1%	4%

Screens (PubChem BioAssay)

The list is partial; rates above refer to the full screens.
